PHOSPHO1 inh = blocks human PHOSPHO1 phosphatase activity; Q8TCT1; recombinant PHOSPHO1, absorbance phosphatase assay; inhibition, % at 13.3 µM; hit rate 1.1% among 290,000; in the data active = inhibition above about 60%
Target sequence (Q8TCT1 whole entry, looked up): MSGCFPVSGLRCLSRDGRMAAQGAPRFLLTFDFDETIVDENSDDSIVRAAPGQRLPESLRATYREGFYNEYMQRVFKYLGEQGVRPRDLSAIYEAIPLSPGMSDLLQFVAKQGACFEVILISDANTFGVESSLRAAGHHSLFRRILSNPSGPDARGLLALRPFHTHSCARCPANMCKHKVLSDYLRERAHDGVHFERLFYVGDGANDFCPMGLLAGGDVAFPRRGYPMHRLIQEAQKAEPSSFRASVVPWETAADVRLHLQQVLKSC
FID counter = displaces DNA intercalator in HCV helicase counter-screen; inhibition, % at 7.9 µM; AID 1845; hit rate 0.17% among 290,000; DNA fluorescent intercalator displacement, fluorescence; in the data active = inhibition above about 37%;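 note: 0% = vehicle and 100% = reference compound; higher means more ethidium bromide displaced from hairpin DNA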
HCV NS3 hel inh = HCV NS3 helicase inhibition; NS3 helicase DNA unwinding, Cy5 molecular beacon fluorescence; inhibition, % at 10.9 µM; hit rate 0.56% among 290,000; AID 1800;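 active = inhibition above the mean of all tested compounds plus 3 SD, set per campaign, cut at about 35% in these data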;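 note: 0% = DMSO wells and 100% = thioflavine S control wells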
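System: HCV NS3 helicase fragment; control set: DMSO and thioflavine S; technique: Cy5 fluorescence at 0 and 60 min, beacon hairpin quenching; reagent: beacon DNA duplex substrate plus ATP; replicates: singlicate; schedule: 1 h reaction at 25 °C, ATP-initiated; medium: MOPS buffer pH 6.5 with MgCl2, DTT, Tween20, BSA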
VIM-2 inh = inhibitors of Pseudomonas aeruginosa VIM-2 metallo-beta-lactamase. AID 1527. hit rate 0.89% among 290,000. purified VIM-2, nitrocefin hydrolysis, epi-absorbance fluorescence. inhibition, % at 5.6 µM;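 active = inhibition above the mean of all tested compounds plus 3 SD, cutoff set per screening run, cut at about 7.5% in these data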;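 note: red hydrolysis product quenches plate fluorescence so inhibitors raise well fluorescence; 0% = enzyme with DMSO and 100% = DMSO without enzyme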
IDE act = activators of human insulin-degrading enzyme in cells; P14735; HEK cells, FAbeta-B cleavage, fluorescence polarization; 0% vehicle, 100% cell-free pure enzyme wells; activation, % at 5.96 µM; hit rate 0.073% among 340,000; AID 493087;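 active = activation above the mean of all tested compounds plus 3 SD, set per screening campaign, cut at about 17% in these data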
MEKK3 PB1 HTS = modulators (inhibitors or enhancers) of MEK5 binding to human MEKK3 PB1 domain; Q99759; bead-based flow cytometry, Alexa488-MEK5 binding to MEKK3; actives lie on both sides; 0 = blocked by unlabeled MEK5, 100 = vehicle; binding response (% of control), % at 10 µM; hit rate 1.4% among 290,000;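 active = binding response more than 3 SD above or below the average of its plate-row segment, actives on both sides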;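 note: Alexa488 bead fluorescence after subtracting the streptavidin-only scavenger bead signal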
Target sequence (Q99759 whole entry, looked up, the tested form may be a part): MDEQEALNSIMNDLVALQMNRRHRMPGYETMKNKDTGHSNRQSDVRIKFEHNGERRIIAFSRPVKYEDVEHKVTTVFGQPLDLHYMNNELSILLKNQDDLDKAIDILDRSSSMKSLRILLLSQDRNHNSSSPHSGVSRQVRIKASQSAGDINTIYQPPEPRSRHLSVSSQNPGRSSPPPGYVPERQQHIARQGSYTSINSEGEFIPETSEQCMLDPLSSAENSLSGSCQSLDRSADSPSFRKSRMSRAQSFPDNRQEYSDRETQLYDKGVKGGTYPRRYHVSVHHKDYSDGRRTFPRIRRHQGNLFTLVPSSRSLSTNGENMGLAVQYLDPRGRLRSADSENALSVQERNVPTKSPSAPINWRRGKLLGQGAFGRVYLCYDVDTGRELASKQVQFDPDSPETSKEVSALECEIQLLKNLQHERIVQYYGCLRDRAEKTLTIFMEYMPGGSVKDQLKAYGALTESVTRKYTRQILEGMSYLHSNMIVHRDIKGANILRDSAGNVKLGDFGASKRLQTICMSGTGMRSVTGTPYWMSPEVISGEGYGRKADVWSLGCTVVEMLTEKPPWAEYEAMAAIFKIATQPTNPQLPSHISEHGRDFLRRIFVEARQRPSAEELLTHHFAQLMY
IMP-1 inhibitor = blocks Pseudomonas aeruginosa IMP-1 metallo-beta-lactamase; hit rate 0.45% among 290,000; inhibition, % at 5.6 µM; purified IMP-1, nitrocefin hydrolysis, epi-absorbance fluorescence;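 active = inhibition above the mean plus 3 SD of all compounds in the same screening run, cut at about 4.5% in these data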;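 note: 0% = IMP-1 with DMSO and 100% = DMSO wells lacking enzyme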
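System: Purified IMP-1 | Read-out basis: Percent enzyme inhibition | Controls: IMP-1 with DMSO as 0%, enzyme-free DMSO as 100% | Replicates: One well per compound | Doses: 5.6 µM nominal single concentration | Detection: Epi-absorbance fluorescence, 480 nm excitation, 530 nm emission | Incubation: 25 °C, 15 min preincubation, 25 min reaction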
SUMO HTRF inh = inhibitors of human SUMOylation (UBC9). P63279. HTRF SUMOylation assay, SAE1/SAE2 + UBC9, in vitro. inhibition, % at 35 µM. hit rate 0.36% among 290,000. AID 2006; in the data active = inhibition above about 50%, passing the limit was not always enough; note: strong numbers were not always called active
Target sequence (P63279 whole entry, looked up): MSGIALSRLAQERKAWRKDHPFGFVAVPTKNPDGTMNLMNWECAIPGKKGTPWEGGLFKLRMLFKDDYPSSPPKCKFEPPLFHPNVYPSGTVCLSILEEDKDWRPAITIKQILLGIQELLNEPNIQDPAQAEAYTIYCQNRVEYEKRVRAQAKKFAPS
pCIP destab = compounds decreasing mouse p/CIP protein stability | F442A p/CIP-EGFP cells, EGFP fluorescence, 16 h | Q05BA5 | hit rate 0.01% among 290,000 | decrease of EGFP signal, % at 10 µM;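 active = EGFP signal decrease of at least 30% at 10 µM or well 3 SD below plate mean, unless failing retest; inactive = the rest, including hits failing retest or dose response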; note: some compounds called inactive have numbers as strong as hits; many of its hits are not listed in these tables
* marks the source's active call; other numbers are inactive results; / = no result given; [ ] = dose if it differs, or a comment.

1	CC(Sc1nncn1C)C(=O)Nc1ccccc1-c1ccccc1 (stereo unspecified)
2	CC(C)NC(=O)C1CCN(C2CCN(CC3CC=CCC3)CC2)CC1 (stereo unspecified)
3	C=C1CC(C)OC(c2ccccc2OCC(O)CN2CCCCC2)C1 (stereo unspecified)
4	Cc1oc2cc(O)ccc2c(=O)c1-c1nncn1-c1ccccc1
5	CC(C)OP(=O)(OC(C)C)C(NC(=O)c1cccc([N+](=O)[O-])c1)C(N)=O (stereo unspecified)
6	OCCN(CCO)c1ncnc2c1oc1ccc(Br)cc12
7	CCC(C)C(=O)Nc1nnc(SCC(=O)N2C(C)CCCC2C)s1 (stereo unspecified)
8	C=CCn1c(C)cc(C(=O)CSc2nc3ccccc3c(=O)[nH]2)c1C

Assay by compound	1	2	3	4	5	6	7	8
PHOSPHO1 inh	11	28	26	-18	4	24	26	20
FID counter	-1	13	7	-8	-3	-11	-33	3
HCV NS3 hel inh	-5	-3	-23	10	1	0	4	4
VIM-2 inh	2.8	-7.0	-0.5	1.1	-2.7	1.7	7.3	-4.3
IDE act	4	0	-5	5	-1	-12	4	-6
MEKK3 PB1 HTS	92	101	100	97	103	103	100	100
IMP-1 inhibitor	-5.8	-3.4	-2.9	0.1	-4.3	-3.9	-3.1	-1.8
SUMO HTRF inh	28	12	-11	18	24	8	9	21
pCIP destab	-10	-7	10	-21	-12	-11	9	-3

9	O=C(N/C(=C\c1ccc(F)cc1)C(=O)N1CCOCC1)c1ccccc1
10	COc1ccc(-n2c(SCC(=O)Nc3ccccc3)nnc2-c2ccoc2C)cc1
11	O=C(COc1ccc2c3c(c(=O)oc2c1)CCC3)N1CCN(c2ccccc2)CC1
12	Cn1c(=O)[nH]c(=O)c2c1[nH]c(=S)n2Cc1ccc(Cl)cc1
13	COc1ccc(NS(=O)(=O)c2cccc(C(=O)NNC(=O)c3cc(C)oc3C)c2)cc1
14	CCOC(=O)c1cc(C(C)=O)n2ccccc12
15	Cc1cc(=O)oc2cc(OC(C)C(=O)Nc3ccc(N4CCCCC4)cc3)ccc12 (stereo unspecified)
16	O=c1nc2n(Cc3ccccc3)c3ccccc3cc-2c(=O)[nH]1

Assay by compound	9	10	11	12	13	14	15	16
PHOSPHO1 inh	-4	/	13	40	21	42	38	-2
FID counter	-12	-30	-40	-15	-3	-1	-29	3
HCV NS3 hel inh	12	-9	9	6	3	7	-13	8
VIM-2 inh	-0.9	-2.3	11*	-4.8	-3.4	3.2	-2.0	-3.7
IDE act	3	2	-13	-6	0	3	4	/
MEKK3 PB1 HTS	98	89	104	98	102	102	98	99
IMP-1 inhibitor	-0.8	-2.8	-3.4	-2.2	-3.9	-0.3	-2.0	-0.8
SUMO HTRF inh	0	/	/	2	8	1	-2	-1
pCIP destab	3	/	11	-7	4	-10	-78	-3

17	COc1ccc(-n2ncc3c(N4CCC(C)CC4)ncnc32)cc1
18	Cc1c(NC(=O)c2ccc3c(c2)OCO3)cccc1-c1nc2ncccc2o1
19	Cc1cccc(NC(=O)C2COc3ccccc3O2)n1 (stereo unspecified)
20	CCOC(=O)c1ccc(NC(=O)c2cc(S(=O)(=O)N3CCOCC3)ccc2O)cc1
21	COc1cc(-c2noc(C)c2-c2ccc3[nH]ccc3c2)cc(OC)c1OC
22	NC(=O)NCC1CC1
23	COc1ccc(CCNC(=O)c2c(O)c3ccccc3[nH]c2=O)cc1OC
24	Cc1ccc(S(=O)(=O)N2CC(C)N(C(=O)N3CCOCC3)C2C)cc1 (stereo unspecified)

Assay by compound	17	18	19	20	21	22	23	24
PHOSPHO1 inh	25	3	9	5	26	26	-1	40
FID counter	-34	-6	-7	-23	-33	-3	-12	-3
HCV NS3 hel inh	-6	3	-4	12	-58	4	-10	-12
VIM-2 inh	0.4	-3.9	-3.2	-0.4	2.2	-3.8	-1.2	-1.3
IDE act	3	4	6	-3	9	6	2	-3
MEKK3 PB1 HTS	96	107	108	104	95	106	111	101
IMP-1 inhibitor	-1.7	-4.5	-3.7	-0.8	-4.5	-3.1	-2.2	-1.4
SUMO HTRF inh	12	17	11	13	-1	9	23	0
pCIP destab	-3	-7	8	-1	8	-10	-19	-9

Complete entries, looked up by structure. Screens in order: PHOSPHO1 inh | FID counter | HCV NS3 hel inh | VIM-2 inh | IDE act | MEKK3 PB1 HTS | IMP-1 inhibitor | SUMO HTRF inh | pCIP destab
Cc1c(NC(=O)c2ccc3c(c2)OCO3)cccc1-c1nc2ncccc2o1 across the screens: 3 | -6 | 3 | -3.9 | 4 | 107 | -4.5 | 17 | -7
Cc1ccc(S(=O)(=O)N2CC(C)N(C(=O)N3CCOCC3)C2C)cc1 (stereo unspecified) across the screens: 40 | -3 | -12 | -1.3 | -3 | 101 | -1.4 | 0 | -9
COc1cc(-c2noc(C)c2-c2ccc3[nH]ccc3c2)cc(OC)c1OC across the screens: 26 | -33 | -58 | 2.2 | 9 | 95 | -4.5 | -1 | 8
CCOC(=O)c1ccc(NC(=O)c2cc(S(=O)(=O)N3CCOCC3)ccc2O)cc1 across the screens: 5 | -23 | 12 | -0.4 | -3 | 104 | -0.8 | 13 | -1
COc1ccc(-n2ncc3c(N4CCC(C)CC4)ncnc32)cc1 across the screens: 25 | -34 | -6 | 0.4 | 3 | 96 | -1.7 | 12 | -3

Going on with the list.
25	CCCN1Cc2cccc(C(=O)Nc3ccc(S(=O)(=O)N4CCCCCC4)cc3)c2C1=O
26	CC1=NN(C(N)=S)C(=O)C1N=Nc1cc(Cl)ccc1Cl (stereo unspecified)
27	CC(=O)N1N=C(c2cccc([N+](=O)[O-])c2)OC1c1ccc(Cl)cc1Cl (stereo unspecified)
28	C/C(=N\Nc1ccc([N+](=O)[O-])cc1)c1cccc(N)c1
29	COc1ccc(CCN2C(=O)CC(NNC(=O)c3ccc(F)cc3)C2=O)cc1OC (stereo unspecified)
30	O=C(Nc1ccccc1)c1cnc(-c2ccccc2)nc1-c1ccccc1
31	COc1ccc(N(C(=O)C(C)C)S(=O)(=O)c2ccc3ccccc3c2)cc1
32	Cc1cc(NC(=O)COC(=O)c2ccc(S(=O)(=O)N3CCCC3)cc2)no1

Assay by compound	25	26	27	28	29	30	31	32
PHOSPHO1 inh	-4	-7	28	13	6	17	19	36
FID counter	0	-10	2	10	-11	-9	-30	-2
HCV NS3 hel inh	-6	34	-7	-2	15	7	0	11
VIM-2 inh	-0.2	0.0	-2.1	-2.5	-0.4	-2.3	-0.6	-1.4
IDE act	4	-2	3	2	4	-1	0	2
MEKK3 PB1 HTS	103	98	103	/	125	107	106	104
IMP-1 inhibitor	-2.5	-1.5	-1.2	-2.5	1.4	-2.5	-5.1	-1.1
SUMO HTRF inh	-21	-9	-9	17	-11	19	-13	5
pCIP destab	-22	-4	-16	-4	3	-16	-6	0

33	CC1CCN(Cc2c(C(=O)N/N=C/c3cc(Cl)ccc3O)nnn2-c2nonc2N)CC1
34	CCCS(=O)(=O)N1CCCC(C(=O)NCCCN2CCN(c3ccccc3F)CC2)C1 (stereo unspecified)
35	CN(C)c1ccc(/C=N/NC(=O)CCCCCNC(=O)c2ccccc2)cc1
36	Cc1ccc(-c2ccc(CCC(=O)O)n2CC(=O)O)cc1
37	CCc1cccc(NC(=O)C2CCN(S(=O)(=O)c3ccc4[nH]c(=O)ccc4c3)CC2)c1
38	O=C(Nc1nc(-c2cc(F)ccc2F)cs1)c1ccccn1
39	COc1cc(NC(=S)NCc2ccco2)c(OC)cc1Cl
40	COc1ccc(NC(=O)COc2cccc(-n3cnnn3)c2)cc1

Assay by compound	33	34	35	36	37	38	39	40
PHOSPHO1 inh	20	34	23	-47	5	32	-11	10
FID counter	-12	4	-28	-46	-4	-3	-6	-11
HCV NS3 hel inh	-8	22	10	16	-3	-10	-5	1
VIM-2 inh	0.0	-1.0	-1.7	-0.8	-3.0	-0.2	-1.9	-1.0
IDE act	5	-3	5	0	-7	0	1	5
MEKK3 PB1 HTS	101	99	104	94	100	76	71*[inhibitor]	101
IMP-1 inhibitor	-1.6	-0.7	-2.7	-1.9	-2.5	-0.1	-1.4	-1.7
SUMO HTRF inh	82*	-12	-6	3	-1	-20	-7	-6
pCIP destab	-5	-4	-12	-19	5	-16	-6	9

41	COC(=O)C1CCN(C(c2cc(OC)c(OC)c(OC)c2)c2sc3nc(C)nn3c2O)CC1 (stereo unspecified)
42	COc1ccc(CNC(=O)c2cc3c(=O)n4ccccc4nc3n(CC3CCCO3)c2=N)cc1 (stereo unspecified)
43	COc1ccccc1NC(=S)N1CCC(c2nc3cc(C)c(C)cc3[nH]2)CC1
44	COc1ccc(CCN(C(=O)c2ccco2)C(C(=O)NC2CCCC2)c2ccncc2)cc1OC (stereo unspecified)
45	Cc1cc(C(=O)c2ccccc2)c(NC(=O)CN2CCOCC2)s1
46	Cc1nn(-c2ccc(F)cc2)c2sc(C(=O)OC3CCOC3=O)cc12 (stereo unspecified)
47	CCn1c(SCC(=O)Nc2nc3ccccc3s2)nc2c(c1=O)SC(C)C2 (stereo unspecified)
48	COCCN(C)Cc1cn(-c2ccc(F)cc2F)nc1-c1ccccc1C

Assay by compound	41	42	43	44	45	46	47	48
PHOSPHO1 inh	3	-13	22	-3	9	30	54	12
FID counter	-27	/	3	-28	-7	-9	-13	6
HCV NS3 hel inh	16	/	-19	-1	-1	2	-10	2
VIM-2 inh	0.8	/	1.4	0.8	-4.3	-0.4	-1.1	-2.1
IDE act	-7	0	-4	-1	-5	6	/	8
MEKK3 PB1 HTS	110	97	/	107	104	87	110	100
IMP-1 inhibitor	0.3	/	-1.1	-3.6	-3.7	-3.5	-2.6	-0.4
SUMO HTRF inh	2	23	-3	-6	13	2	-18	-6
pCIP destab	-7	2	-21	-10	2	1	-14	3

49	COc1ccccc1CNc1cncnc1
50	C/C(=N/NC(=O)c1ccc(Br)o1)C(C)C
51	O=C(N/N=C/c1ccc(OC(=O)c2ccc3c(c2)OCO3)cc1)c1cncc(Br)c1
52	CSc1ncc(Cl)c(C(=O)Nc2ccccc2C)n1
53	COc1ccc(/C=C2\C(=O)NCC(=O)N2C)cc1
54	COC(=O)c1cc(C(=O)OC)cc(N2C(=O)CC(N3CCN(c4ccccc4)CC3)C2=O)c1 (stereo unspecified)
55	O=C(O)c1ccccc1C(=O)NCCc1c(C(=O)O)[nH]c2ccc(F)cc12
56	CCCc1cc(C(=O)NC(C)C2CCCO2)cs1 (stereo unspecified)

Assay by compound	49	50	51	52	53	54	55	56
PHOSPHO1 inh	3	4	52	14	18	-7	20	43
FID counter	-1	0	-2	1	-11	-45	-1	-7
HCV NS3 hel inh	-11	-6	3	-7	0	8	6	0
VIM-2 inh	-1.5	-3.0	1.7	3.1	-1.7	-2.7	-1.5	-4.9
IDE act	6	4	6	3	0	1	0	3
MEKK3 PB1 HTS	104	96	89	104	101	103	99	101
IMP-1 inhibitor	-4.0	-2.9	0.0	0.1	-0.8	-2.6	-0.4	-0.8
SUMO HTRF inh	5	2	-16	24	-5	4	15	16
pCIP destab	-10	4	-4	1	1	-5	4	9

Screening data as filed in PubChem BioAssay.

The list is partial. The share of hits here may be higher or lower than overall.
